# Mcl1 Bid PPI = disrupts binding of human Mcl-1 to Bid peptide | inhibition, % at 21.7 µM | actives 0.97% (n = 220,000) | Q07820 | AID 1021 | TR-FRET Mcl-1/Bid-Dy647 peptide binding, 1536-well;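 active means compounds that cut the binding signal by more than half at the single screening dose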;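 further: His-tagged Mcl-1 with europium anti-His antibody binding Bid BH3 peptide; 0% = Mcl-1 plus peptide wells and 100% = peptide-only wells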
# Bcl-W Bim block = inhibitors of Bim-Bcl-W interaction, human. Q92843. bead-based flow cytometry, Bim peptide-Bcl-W binding. inhibition, % at 10 µM. actives 0.02% (n = 190,000). AID 952;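 further: 0% = bound tracer without compound and 100% = peptide blocker; higher means less fluorescent Bim peptide bound to Bcl-W beads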
# Target sequence (Q92843 whole entry, looked up): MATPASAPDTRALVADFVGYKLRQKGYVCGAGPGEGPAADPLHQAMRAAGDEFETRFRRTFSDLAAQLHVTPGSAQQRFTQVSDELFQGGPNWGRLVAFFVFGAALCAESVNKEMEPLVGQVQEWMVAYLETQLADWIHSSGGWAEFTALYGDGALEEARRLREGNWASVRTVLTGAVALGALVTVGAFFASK
# GSH fluor = GSH bead compound fluorescence profile; GSH beads flow cytometry, compound fluorescence 488/530 nm; active compounds read high; fluorescence (KMESF) at 10 µM; actives 0.25% (n = 190,000); AID 1776; in the data active means fluorescence above about 89;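 further: glutathione beads carrying GST-tagged Bcl family fusion proteins plus one bare bead set; values are compound well signal with DMSO vehicle wells as background; inactives centre near 16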
# RGS7-Gao reg = human RGS7-Galphao interaction regulation; P09471; Multiplexed bead flow cytometry, RGS7-Galphao binding; actives lie on both sides; binding response (% of control), % at 10 µM; actives 0.35% (n = 220,000); AID 1439; in the data active means binding response below about 49% or above about 150%; inconclusive means no clear call, values can overlap the other calls; inactive means in between;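 further: fluorescent Galphao held in activated GDP-AlF4 state binding bead-coupled RGS7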
# Target sequence (P09471 whole entry, looked up): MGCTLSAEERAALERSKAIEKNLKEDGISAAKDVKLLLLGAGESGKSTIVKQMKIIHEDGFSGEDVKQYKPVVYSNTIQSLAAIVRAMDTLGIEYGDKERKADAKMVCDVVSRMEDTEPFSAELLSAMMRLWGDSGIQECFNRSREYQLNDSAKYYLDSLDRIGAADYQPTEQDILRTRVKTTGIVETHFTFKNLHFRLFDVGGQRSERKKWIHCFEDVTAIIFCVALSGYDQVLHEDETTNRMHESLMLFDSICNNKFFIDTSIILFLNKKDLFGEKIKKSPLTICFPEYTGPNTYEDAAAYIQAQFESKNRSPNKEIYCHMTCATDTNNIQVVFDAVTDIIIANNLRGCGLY
# Bcl-XL Bim block = disrupts Bim peptide binding to human Bcl-XL; inhibition, % at 10 µM; bead flow cytometry, fluorescence; Q07817; actives 0.04% (n = 190,000); AID 1007
# RGS8-Gao = human RGS8-Galphao interaction regulation; response (percent of control binding), % at 10 µM; P09471; AID 1423; multiplexed bead flow cytometry, RGS8-Galphao binding; actives lie on both sides; actives 0.34% (n = 220,000); in the data active means response below about 60% or above about 140%; inactive means in between;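 further: Galphao activated as the GDP aluminium fluoride complex binding bead-coupled RGS8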
# Bfl-1 Bim block = inhibitors of Bim-Bfl-1 interaction, human. Q16548. Bead-based flow cytometry, Bim-Bfl-1 binding inhibition. inhibition, % at 10 µM. actives 0.12% (n = 190,000);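 further: 0% = wells without compound plus tracer and 100% = blocker peptide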
# Bcl-2 Bim block = disrupts Bim peptide binding to human Bcl-2. actives 0.06% (n = 190,000). P10415. Bead-based flow cytometry, Bim peptide-Bcl-2 binding. inhibition, % at 10 µM; in the data active means inhibition above about 40%; inconclusive means no clear call, values can overlap the other calls;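 further: 0% = no compound wells with probe peptide and 100% = reference peptide inhibitor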
# Target sequence (P10415 whole entry, looked up): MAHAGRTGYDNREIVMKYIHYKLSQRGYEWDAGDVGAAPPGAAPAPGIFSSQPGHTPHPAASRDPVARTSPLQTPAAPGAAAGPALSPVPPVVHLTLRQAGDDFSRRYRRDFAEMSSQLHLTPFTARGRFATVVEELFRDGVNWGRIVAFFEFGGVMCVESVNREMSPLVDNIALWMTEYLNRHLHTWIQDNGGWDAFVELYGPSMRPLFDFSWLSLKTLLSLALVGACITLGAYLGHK
# RGS4-Gao reg = human RGS4-Galphao interaction regulation. actives 0.33% (n = 220,000). Multiplexed bead flow cytometry, RGS4-Galphao binding; actives lie on both sides. binding response (% of control), % at 10 µM. P09471; in the data active means binding response below about 49% or above about 150%; inactive means in between;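 further: fluorescent Galphao activated with aluminum fluoride binding bead-coupled RGS4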
# Mcl-1 Bim block = human Bim-Mcl-1 interaction inhibition. Q07820. Bead-based flow cytometry, Bim peptide-Mcl-1 binding. inhibition, % at 10 µM. actives 0.1% (n = 190,000). AID 1009;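 further: 0% = no compound tracer wells and 100% = peptide blocker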
# Bcl-B Bim block = disrupts Bim peptide binding to human Bcl-B. Q9HD36. bead-based flow cytometry. inhibition, % at 10 µM. actives 0.073% (n = 190,000);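 further: 0% = tracer peptide without compound and 100% = reference inhibitor peptide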
# Target sequence (Q9HD36 whole entry, looked up): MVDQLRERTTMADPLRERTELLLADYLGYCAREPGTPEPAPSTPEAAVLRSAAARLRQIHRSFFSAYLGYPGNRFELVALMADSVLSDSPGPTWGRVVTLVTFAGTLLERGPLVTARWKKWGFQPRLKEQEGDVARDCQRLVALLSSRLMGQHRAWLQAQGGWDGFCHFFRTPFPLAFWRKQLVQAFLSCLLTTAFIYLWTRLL
# Numbers without * were called inactive; ? = inconclusive; · = not tested or not shown. Unless noted, no stated cut-off is given here; in the data, active means inhibition above about 40%.
# Screens in order – Mcl1 Bid PPI	Bcl-W Bim block	GSH fluor	RGS7-Gao reg	Bcl-XL Bim block	RGS8-Gao	Bfl-1 Bim block	Bcl-2 Bim block	RGS4-Gao reg	Mcl-1 Bim block	Bcl-B Bim block
[1] COC(=O)c1cc(NC(=O)c2c(Cl)cnn2C)cc(C(=O)OC)c1
  -1	-3	11	99	-4	102	-13	-12	99	0	-6
[2] COc1ccc(C(=O)NNC(=O)c2cnccn2)cc1[N+](=O)[O-]
  -4	0	39	100	-19	100	-12	-7	97	-2	-6
[3] Cc1ccc2sc(NNC(=O)C3COc4ccccc4O3)nc2c1C (stereo not drawn)
  -16	-2	19	·	-3	·	1	-2	·	0	0
[4] COc1ccnc(Oc2ccc(F)cc2)c1C#N
  -6	0	10	96	0	96	-8	-5	95	-3	-4
[5] Brc1ccc(-c2cn3ccccc3n2)s1
  -52	3	45	103	-5	96	-11	-9	88	1	-9
[6] CC(=O)Oc1ccc(C(=O)Nc2nnc(C)s2)cc1
  -6	-5	24	100	-5	103	-19	-11	100	-1	-10
[7] Cc1ccc(N(C(=O)c2cc3ccccc3oc2=O)C2C=CS(=O)(=O)C2)cc1 (stereo not drawn)
  -54	0	13	103	-1	104	5	0	105	-4	0
[8] CN(C(=O)c1ccno1)c1nnc(-c2cnccn2)s1
  -29	2	39	102	-6	106	-10	-8	105	-1	-7
[9] COc1ccc(C(=O)c2ccc(OC)c(OC)c2)cc1
  -17	-2	24	100	0	98	0	-2	104	0	-1
[10] O=C(Nc1cccc(S(=O)(=O)N2CCCCCC2)c1)c1ccc2ccccc2n1
  -24	0	12	101	0	100	5	1	101	-3	0
[11] Cc1[nH]c2c(ccc3ccccc32)c1C1C(CCN)C1(C)C (stereo not drawn)
  12	0	17	103	-5	103	-5	-5	100	-2	-4
[12] CC(=O)N1CCC2(CC1)CC(=O)c1cc(OCC(=O)N3CCOCC3)ccc1O2
  -30	0	25	106	-1	103	-4	-2	104	0	0
[13] OCC(CO)(CO)n1cnnn1
  6	2	61	99	-19	98	-11	-4	98	-4	-8
[14] O=C(Nc1ccc2c(c1)OCO2)C1CC(=O)N(CCc2ccccc2)C1 (stereo not drawn)
  -17	0	13	105	-5	103	-3	0	102	-1	-3
[15] COc1ccc(NC(=O)c2ccco2)cc1NC(=O)c1cc2ccccc2o1
  -13	-1	14	99	2	94	4	0	100	2	5
[16] Oc1cccc(C(=S)N2CCCCC2)c1
  -15	-6	15	125	-9	94	3	-3	101	-7	-34
[17] CCOc1ccccc1NC(=O)C1CCCCN1S(=O)(=O)c1ccc(F)cc1 (stereo not drawn)
  -29	0	11	102	0	104	-3	1	102	0	0
[18] COc1ccccc1-c1nc2cc3ccccc3cc2nc1-c1ccccc1OC
  10	-2	9	104	-1	102	-6	-7	102	0	-24
[19] COc1ccc(S(=O)(=O)NCc2cccs2)cc1
  -47	5	10	96	0	105	-6	-3	102	4	-4
[20] COc1ccc(Br)cc1/C=N/NC(=O)c1cc(OC)c(OC)c(OC)c1
  2	-1	11	104	-4	100	-2	0	102	-2	-7

# Some of these compounds in order of formula weight, ascending.
# Screens in order – Mcl1 Bid PPI	Bcl-W Bim block	GSH fluor	RGS7-Gao reg	Bcl-XL Bim block	RGS8-Gao	Bfl-1 Bim block	Bcl-2 Bim block	RGS4-Gao reg	Mcl-1 Bim block	Bcl-B Bim block
[4] COc1ccnc(Oc2ccc(F)cc2)c1C#N
  -6	0	10	96	0	96	-8	-5	95	-3	-4
[6] CC(=O)Oc1ccc(C(=O)Nc2nnc(C)s2)cc1
  -6	-5	24	100	-5	103	-19	-11	100	-1	-10
[17] CCOc1ccccc1NC(=O)C1CCCCN1S(=O)(=O)c1ccc(F)cc1 (stereo not drawn)
  -29	0	11	102	0	104	-3	1	102	0	0

# (cont.)
# Screens in order – Mcl1 Bid PPI	Bcl-W Bim block	GSH fluor	RGS7-Gao reg	Bcl-XL Bim block	RGS8-Gao	Bfl-1 Bim block	Bcl-2 Bim block	RGS4-Gao reg	Mcl-1 Bim block	Bcl-B Bim block
[21] COc1cccc(CNC(=O)C2CCCN(S(C)(=O)=O)C2)c1 (stereo not drawn)
  -12	-3	33	107	-12	105	-16	-11	105	-6	-11
[22] COC(=O)c1cccc(NC(=O)c2ccc(OC)c(Cl)c2)c1
  -17	-3	14	?	-2	94	-6	-2	95	1	-2
[23] CCCCNC(C(=O)Nc1ccc(Cl)c([N+](=O)[O-])c1)c1ccccc1 (stereo not drawn)
  34	-1	18	103	-7	103	-20	-7	102	-5	-6
[24] CC1(C)Cc2c(sc3c2c(=N)n(Cc2ccco2)c(=O)n3Cc2ccc(Cl)cc2)CO1
  -7	3	47	91	-4	97	-3	-6	95	-8	-7
[25] O=C(C1CC1)N1CCc2cc(S(=O)(=O)NCC3COc4ccccc4O3)ccc21 (stereo not drawn)
  -10	-2	14	98	-6	101	-11	-10	97	2	-5
[26] CC(NC(=O)Cn1c(=O)[nH]c2ccsc2c1=O)C12CC3CC(CC(C3)C1)C2 (stereo not drawn)
  -21	-2	49	101	1	101	-17	-10	102	0	-8
[27] Cc1c(Nc2ccc3nonc3c2[N+](=O)[O-])c(=O)n(-c2ccccc2)n1C
  -7	-2	12	101	0	97	-1	0	99	0	-4
[28] Cc1n[nH]c(C)c1S(=O)(=O)N1CCCC(C(=O)NC2CCCc3ccccc32)C1 (stereo not drawn)
  -9	3	22	96	-2	100	-11	-11	97	-1	-6
[29] Cc1ccc(/C=C2\SC(=S)N(CCC(=O)NNS(=O)(=O)c3ccc(C)cc3)C2=O)cc1
  -29	-1	9	98	-5	97	2	0	97	-1	-4
[30] COC(=O)c1ccccc1NC(=O)C1CCN(S(=O)(=O)c2cc(C)ccc2OC)CC1
  -6	3	43	100	4	100	-9	-7	100	0	-8
[31] COc1ccc(-n2cc(-c3ccc(OC)c(OC)c3)[nH]c2=S)cc1
  -23	4	68	107	-5	88	35	4	98	-6	-27
[32] Cc1ccc(-c2noc(CCC(=O)Nc3ccc(C)cn3)n2)cc1
  7	-5	23	99	-7	99	-8	-9	103	-7	-7
[33] CCCN(CCC)c1nc2ccccc2nc1C(C#N)C(=O)OC(C)COC (stereo not drawn)
  -1	0	15	103	0	102	0	0	102	2	-13
[34] Cc1ccc2c(c1)NC(=O)CC(c1ccccc1)=N2
  -4	-9	21	101	-14	102	-2	-4	101	-10	-13
[35] CC1(C)Cc2ccccc2C(=NCCCC(=O)O)N1
  -12	0	32	103	9	100	-8	-5	101	0	-7
[36] Cc1ccc(-c2ccc(SCC(=O)Nc3nonc3C)nn2)cc1
  -17	0	7	104	-5	104	-13	-15	108	-3	-6
[37] CCCc1nc2c(c(=O)c3ccccc3n2C)c(=O)n1-c1ccc(F)cc1
  -31	-1	5	99	-1	101	0	0	100	-1	-1
[38] N#C/C(=C\c1ccc([N+](=O)[O-])cc1)c1nc(C2CC2)cs1
  -15	-5	8	103	-5	98	1	0	99	-6	-15
[39] COC(=O)CC(NC(=O)c1ccc(C)cc1)c1ccc2c(c1)OCO2 (stereo not drawn)
  -9	-1	35	100	4	101	-9	-7	101	-1	-6
[40] O=C(NC1CCCCC1)c1ccc(CN2CCOCC2)cc1
  -5	3	25	97	-1	99	-12	-9	97	-1	-2
[41] CCSc1nc(C(F)(F)F)cc(=O)n1-c1ccccc1
  -12	2	14	98	0	105	-4	0	98	1	-7
[42] COC(=O)c1ccc(C)c(N(CCO)CCO)c1
  5	15	27	93	22	97	19	11	99	16	9
[43] Nc1nnc(-c2ccco2)s1
  -23	2	34	100	0	101	-14	-9	100	0	-6
[44] C=CCNC(=O)c1ccccc1NC(=O)Nc1ccccc1
  -6	-3	24	100	-13	101	-20	-12	101	-3	-10
[45] Cc1cccc2cc(C#N)c(NCCNS(=O)(=O)c3ccccc3)nc12
  -3	-1	51	102	-5	101	-18	-8	100	-1	-4
[46] Cc1nc(-c2cccc3ccccc23)ccc1C(=O)O
  -22	-3	10	98	-5	102	-3	-4	99	-4	-9
[47] O=C(C1=NN[C@@H]2C(=O)N(c3ccccc3C(F)(F)F)C(=O)[C@H]12)c1ccc2ccccc2n1
  -22	29	8	97	39	99	34	25	99	33	22
[48] Cc1cc2oc3c(c(=O)c2cc1C)C(c1cccc(Br)c1)N(Cc1ccco1)C3=O (stereo not drawn)
  -21	0	22	102	-1	101	1	0	99	0	1
[49] CC(C)OCC(O)CN1CCN(C(c2ccccc2)c2ccccc2)CC1 (stereo not drawn)
  11	0	9	106	0	101	0	1	104	0	0
[50] Cc1[nH]c2ccc(OCc3ccccc3)cc2c1CCN1C(=O)OC(C)(C)C1(C)O (stereo not drawn)
  -35	-1	27	123	-3	104	-7	-5	101	-2	-7
[51] Cc1cc(C)n2nc(SCc3cc(=O)oc4cc(O)ccc34)nc2n1
  -40	-2	17	96	-9	100	-17	-11	96	-3	-9
[52] COc1ccc(N(C(=O)c2ccco2)C(C(=O)NC2CCCCC2)c2cccs2)cc1OC (stereo not drawn)
  -10	-1	16	94	-1	79	0	-1	92	0	-2
[53] COc1ccc2nc(-c3ccc(N)cc3)[nH]c2c1
  -15	0	16	101	2	102	0	1	102	0	-3
[54] Cc1cccc(C)c1OCc1n[nH]c(=S)n1N
  -37	-1	12	106	-8	103	0	0	103	-5	-24
[55] Cc1ccc(NS(=O)(=O)c2ccc(CCC(=O)N3CCOCC3)cc2)cc1
  -29	0	13	105	0	109	-1	-1	106	1	0
[56] CCn1c(=O)cc(OCC(=O)Nc2cccnc2)c2ccccc21
  0	4	22	92	1	101	0	-1	92	1	-1
[57] O=C(NCCCN1CCc2ccccc2C1)Nc1ccc(Br)cc1
  -28	3	35	99	-1	104	-10	-4	101	0	-7
[58] Cn1c(SCC(=O)NCc2ccccc2)nnc1-c1ccc(NC(=O)CCc2ccccc2)cc1
  -14	-1	23	96	-4	97	-1	0	99	0	-1
[59] CC1=N/C(=C/c2ccco2)C(=O)O1
  -96	-1	17	89	1	96	8	0	96	-2	4
[60] O=C(COC(=O)c1ccc2c(=O)n3c(nc2c1)CCC3)NC1CCS(=O)(=O)C1 (stereo not drawn)
  -20	1	11	?	0	100	-3	0	100	0	0
[61] CCN(C(=O)COC(=O)c1cc(S(=O)(=O)Nc2c(C)n(C)n(-c3ccccc3)c2=O)ccc1Cl)C1CCCCC1
  -20	-1	13	107	-3	105	-2	0	102	-1	-2
[62] CC(C)C(c1nnnn1Cc1cccs1)N1CCN(c2ccccc2)CC1 (stereo not drawn)
  -53	-3	43	105	-5	96	-1	1	101	-4	0
[63] Fc1ccc(-n2c(Cc3cccs3)n[nH]c2=S)cc1Cl
  -19	1	12	95	-4	91	3	-1	93	0	-20
[64] CCCCNC(=O)CCC(=O)Nc1ccc2nc(N3CCC(C)CC3)cc(C)c2c1
  2	0	12	98	-1	98	0	0	96	0	0
[65] O=C(OC(C(=O)NCc1cccs1)c1ccccc1F)c1ccco1 (stereo not drawn)
  11	-3	21	102	-7	102	-4	0	100	-3	-8
[66] COC(=O)c1ccccc1NC(=O)CSc1nc(N)cc(N)n1
  -21	1	19	96	-3	98	-7	-5	96	0	-3
[67] CCCNS(=O)(=O)c1cccc2cccnc12
  -14	0	20	100	-3	101	-8	-5	98	0	-7
[68] COc1ccc(C(=O)Nc2ccc3cn[nH]c3c2)c(OC)c1
  -22	-1	9	100	-1	101	1	2	102	3	0
[69] CN1C(=O)CC(C(=O)O)SC1=Nc1ccc(F)cc1 (stereo not drawn)
  9	-3	15	98	-9	98	-3	-4	100	-7	-7
[70] O=C(Nc1ccc(Cl)cn1)Nc1cccs1
  -40	0	56	103	-2	99	-11	-11	101	-2	-8
[71] Cn1cc(C(=O)C(F)(F)F)c2ccccc21
  -13	-5	11	97	-1	99	-1	-3	97	-5	-2

# Screening results: PubChem, several laboratories
